# L3MBTL1 inh – qHTS Assay for the Inhibitors of L3MBTL1; hit rate 0.66% among 230,000; Lethal(3)malignant brain tumor-like protein 1 (Homo sapiens), Q9Y468; AID 485360, 2010; Potency, µM (titrated, usually from 57.1 µM), for inactives: top-dose activity, negative = inhibition, hits mostly inhibitors; AlphaScreen L3MBTL1–H3K9me1 peptide binding; active means well fitted inhibition curve with a large enough effect; inconclusive means small, poorly fitted or top-dose-only effect; inactive means no such curve, though single readings can be large or run the other way; further: nearly all actives have a fitted effect of over 60% in size
# Target sequence (Q9Y468 whole entry, looked up): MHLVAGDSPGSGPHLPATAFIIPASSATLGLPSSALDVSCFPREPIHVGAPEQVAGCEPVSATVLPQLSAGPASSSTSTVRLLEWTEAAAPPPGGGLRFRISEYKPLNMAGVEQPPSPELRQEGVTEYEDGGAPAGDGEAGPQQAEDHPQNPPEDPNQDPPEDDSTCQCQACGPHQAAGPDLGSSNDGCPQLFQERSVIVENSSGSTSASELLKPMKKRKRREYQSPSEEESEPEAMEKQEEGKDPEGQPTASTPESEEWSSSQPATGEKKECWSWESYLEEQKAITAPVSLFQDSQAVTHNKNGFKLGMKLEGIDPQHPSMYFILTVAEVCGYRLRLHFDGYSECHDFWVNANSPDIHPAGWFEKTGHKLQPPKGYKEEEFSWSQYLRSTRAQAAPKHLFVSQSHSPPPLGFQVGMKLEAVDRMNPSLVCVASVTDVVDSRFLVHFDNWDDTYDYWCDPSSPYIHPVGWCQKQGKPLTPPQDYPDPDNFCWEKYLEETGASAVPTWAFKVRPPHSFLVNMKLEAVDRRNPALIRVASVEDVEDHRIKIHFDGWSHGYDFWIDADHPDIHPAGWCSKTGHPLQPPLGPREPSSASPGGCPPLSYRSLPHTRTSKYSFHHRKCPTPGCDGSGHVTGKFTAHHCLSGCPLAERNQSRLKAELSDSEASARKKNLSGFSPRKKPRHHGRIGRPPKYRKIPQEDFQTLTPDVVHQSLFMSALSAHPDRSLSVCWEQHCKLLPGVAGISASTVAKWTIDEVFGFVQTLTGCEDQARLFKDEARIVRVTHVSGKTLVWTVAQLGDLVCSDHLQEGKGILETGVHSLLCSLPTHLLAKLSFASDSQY
#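 First, the protein-peptide complex forms for 30 min at room temperature (L3MBTL1 50 nM, biotinylated H3K9me1 peptide 75 nM). Next, compounds are pin-transferred and incubated 30 min. Finally, AlphaScreen beads are added and read after 30 min.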
# Active calls of the source: *; ? = inconclusive; [ ] = dose if it differs, or a comment. On the % scale 0 is the no-effect control and ±100 the full control effect; potency means the concentration at half of the fitted maximal effect. Only part of the results is shown; rates above refer to the full screens.
SMILES,L3MBTL1 inh
CN(C(=O)COC(=O)CSc1ccc([N+](=O)[O-])cc1)c1ccccc1,-1.4%
COC(=O)C1CCN(S(=O)(=O)c2cc3c4c(c2)CCN4C(=O)CC3)CC1,-1.0%
CN(C)C(=O)CSc1ccc(S(=O)(=O)N2CCCC2)cn1,-0.6%
CN(CC(=O)Nc1ccccc1Cl)C(=O)c1cccc(S(=O)(=O)N2CCN(Cc3ccccc3)CC2)c1,0.4%
CC(=O)C1=C(c2ccccc2)NC(=O)NC1c1cccs1 (stereo not drawn),29.8%
CCN(CCO)C(=O)c1ccc2nc(Cc3cccc(Cl)c3)oc2c1,5.5%
Nc1ncnc2c1ncn2[C@@H]1O[C@H](CNS(=O)(=O)CCCCl)[C@@H](O)[C@H]1O,-2.3%
CSCC[C@@H](C(=O)NCCCCCCCCCCC(=O)N1CCNCC1)n1cc(CCO)nn1,11.7%
O=C(C[C@@H]1C/C=C\CCCC(=O)OC[C@@H]2CCCN2C1=O)NCCO,2.3%
C[C@]12c3[nH]c4ccc(Cl)cc4c3CCN1C(=O)[C@@H](CC(=O)NCCN1CCOCC1)C[C@@H]2C(=O)N1CCOCC1,3.6%
COc1ccc(NC(=O)CSCC(=O)Nc2ccccc2C(=O)N2CCCCC2)cc1,1.9%
CC1CN(C(=O)COC(=O)c2cc3ccccc3cc2O)CC(C)O1 (stereo not drawn),-1.7%
CCOc1ccc(CNC(=O)c2ccc3nc(N4CCOCC4)sc3c2)cc1,2.9%
COc1ccccc1CNC1CCCc2ccccc21 (stereo not drawn),-2.8%
COC(=O)C1=C(C)NC(=S)NC1c1ccc(OCC(=O)N2CC(C)OC(C)C2)c(OC)c1 (stereo not drawn),-3.0%
Cc1ccccc1-c1nnc(SCC(=O)N(C)c2c(N)n(Cc3ccccc3)c(=O)[nH]c2=O)n1C,5.2%
COc1ccc(S(=O)(=O)Nc2ccc3c(c2)C(=O)N([C@@H](C)CO)C[C@H](C)[C@H](CN(C)S(=O)(=O)c2ccc(F)cc2)O3)cc1,-11.3%
Nn1c(SCC(=O)NCCC2=CCCCC2)nnc1-c1cccnc1,-1.6%
CN(CC(=O)Nc1cccc(F)c1)C(=O)c1ccc(S(=O)(=O)N2CCCC2)cc1,5.0%
NS(=O)(=O)c1ccc(N2CCOCC2)c(C(=O)NCCCSc2ccccc2)c1,1.9%
Cc1ccc(NC(=O)c2c(C)noc2C)cc1S(=O)(=O)N1CCOCC1,6.9%
CC(C)N(Cc1ccccc1)S(=O)(=O)c1ccc(F)cc1,-1.7%[2.29 µM]
CN(Cc1cccs1)C(=O)CN1CCN(S(=O)(=O)c2ccc3c(c2)OCCCO3)CC1,-12.7%
O=S(=O)(c1ccc2nnn(OCc3ccccc3)c2c1)N1CCOCC1,0.4%
COc1cc2c(cc1OC)[C@@H](NC(=O)C(C)C)[C@H](OCc1ccccc1)C2,-3.3%

# The list goes on; the last 4 above are carried over.
SMILES,L3MBTL1 inh
CC(C)N(Cc1ccccc1)S(=O)(=O)c1ccc(F)cc1,-1.7%[2.29 µM]
CN(Cc1cccs1)C(=O)CN1CCN(S(=O)(=O)c2ccc3c(c2)OCCCO3)CC1,-12.7%
O=S(=O)(c1ccc2nnn(OCc3ccccc3)c2c1)N1CCOCC1,0.4%
COc1cc2c(cc1OC)[C@@H](NC(=O)C(C)C)[C@H](OCc1ccccc1)C2,-3.3%
Cc1noc(C)c1S(=O)(=O)NCc1ccc(CN(C)C)cc1,10.0%
CC1CCCN(C(=O)c2cccc(S(=O)(=O)N3CCCC3)c2)C1 (stereo not drawn),4.7%
CC(=O)[C@@]1(O)CCC2C3CC[C@H]4C[C@@H](O)CC[C@]4(C)C3CC[C@@]21C (stereo partly drawn),-0.5%
O=C(OCC(=O)N1CCCc2ccccc21)c1ccc(F)c(S(=O)(=O)N2CCOCC2)c1,3.3%
CC(C)(C)OC(=O)C[C@H]1C/C=C\C[C@H](CC(=O)N[C@H](CO)Cc2ccccc2)C(=O)N[C@@H](Cc2ccccc2)COC1=O,4.2%
CCOc1ccc(S(=O)(=O)Nc2ccccc2C(=O)N(C)C2CCN(C)CC2)cc1,2.5%
O=C(COC(=O)c1ccc([N+](=O)[O-])o1)NC1CCCC1,-8.6%
O=C(COc1ccc(Cl)cc1)NCc1n[nH]c(=O)c2ccccc12,7.0%
COc1ccc(NS(=O)(=O)c2cccc(NC(=O)COc3ccccc3[N+](=O)[O-])c2)cc1,-3.6%
COC(=O)c1ccc(NC(=O)CSc2nnc(-c3cccnc3)o2)cc1,4.8%
CC1(C)O[C@@H]2[C@H](O1)[C@@H](COS(=O)(=O)O)O[C@H]2n1cc(Br)c(=O)[nH]c1=O,-0.6%
O=C(COC(=O)c1nc(Cl)ccc1Cl)NC1CCCCCC1,30.2%[activator]
CN(C)S(=O)(=O)c1cccc(NC(=O)COc2ccc(S(=O)(=O)N3CCOCC3)cc2Cl)c1,2.6%
CCOC(=O)C1=CN(Cc2ccco2)S(=O)(=O)N(C)C1c1ccc2ccccc2c1 (stereo not drawn),-5.9%
O=S(=O)(c1ccc(Cl)cc1)N1CCN2CCCC2C1 (stereo not drawn),-0.8%
COCCC(C(=O)Oc1c(C(C)(C)C)cc(C)cc1C(C)(C)C)c1ccccc1 (stereo not drawn),6.9%
COC(=O)C1=C(C)N(Cc2ccccc2)C(=NCc2cccc(C(F)(F)F)c2)N[C@H]1c1cccc(F)c1,-2.0%
O=C1OC(CN2CCOCC2)CN1N=Cc1ccc([N+](=O)[O-])o1 (stereo not drawn),-2.2%
O=C(Nc1ccccn1)c1cccc(S(=O)(=O)N2CCCc3ccccc32)c1,0.1%
CC(=O)c1ccc(N2CCN(C(=O)c3ccc(C(=O)c4ccccc4)cc3)CC2)cc1,28.7%
Cc1ccc(C(=O)N2CC(C)OC(C)C2)cc1S(=O)(=O)N1CCCCC1 (stereo not drawn),?
Cc1cc(C)n2nc(C(=O)OCC(=O)c3ccccc3)nc2n1,1.1%
CC[C@]12c3[nH]c4cc(CCC(=O)N(C)C)ccc4c3CCN1C(=O)[C@@H](CC(=O)NCc1ccco1)C[C@@H]2C(=O)N1CCN(C(=O)C2CC2)CC1,7.7%
CCOC(=O)c1[nH]cnc1C(=O)NC1CCN(C(=O)OC(C)(C)C)CC1,-8.6%
Nc1nc(-c2ccc(S(=O)(=O)N3CCCCC3)cc2)cs1,-7.3%

# Two compounds picked at random from those above, as already listed:
SMILES,L3MBTL1 inh
O=C(Nc1ccccn1)c1cccc(S(=O)(=O)N2CCCc3ccccc32)c1,0.1%
Nc1ncnc2c1ncn2[C@@H]1O[C@H](CNS(=O)(=O)CCCCl)[C@@H](O)[C@H]1O,-2.3%

# New compounds follow:
SMILES,L3MBTL1 inh
O=C(NCCc1ccccc1)C1CC(=O)N(c2ccc3c(c2)OCCO3)C1 (stereo not drawn),2.3%
O=C(/C=C/c1ccc([N+](=O)[O-])cc1)Nc1cccc(S(=O)(=O)NC2=NCCCCC2)c1,-6.6%
COc1ccccc1NCC(=O)NN=C1CCS(=O)(=O)c2ccc(F)cc21,-1.7%
CC(=O)c1c(C)[nH]c(C(=O)CN2CCN(S(=O)(=O)c3ccccc3[N+](=O)[O-])CC2)c1C,-5.0%
CCOc1cc(-c2sc(Nc3ccc(CC)cc3)n[n+]2-c2ccccc2)ccc1OC,-2.4%
Clc1ccc(-c2cc(-c3ccccc3)on2)cc1,2.2%
C[C@@]12C(=O)NCC(=O)N1[C@@H]1c3cc(Br)ccc3OC[C@@H]1[C@@H]2c1ccccc1,-0.3%
CCCCNC(=O)C(CC)(ONc1ccccc1C(F)(F)F)c1ccccc1OC (stereo not drawn),-9.8%
Oc1ccc(-c2sc(Nc3ccccc3)n[n+]2-c2ccc(F)cc2)cc1,7.4%
COc1cc(CN2CCCCCC2)cc(Br)c1O,-6.7%
O=C(NCCCC(NC(=O)OCc1ccccc1)C(=O)O)OCc1ccccc1 (stereo not drawn),5.8%
Nc1c(C(=O)Nc2ccc3c(c2)OCCO3)nnn1Cc1ccc(Br)cc1,5.0%
Cc1ccccc1-c1cc(C(=O)NCc2cccc(Br)c2)n(CC2CC(c3cccnc3)=NO2)n1 (stereo not drawn),28.7%
CCCCN(C(=O)c1cccc(S(=O)(=O)N2CCN(C)CC2)c1)c1c(N)n(CC(C)C)c(=O)[nH]c1=O,3.0%
CN(C(=O)c1cc(Cl)c2c(c1)OCCO2)c1c(N)n(Cc2ccccc2)c(=O)[nH]c1=O,9.7%
O=C(NCSc1ccccc1)c1ccccc1,10.3%
CC1CCCCC1NS(=O)(=O)CCNC(=O)c1ccccc1 (stereo not drawn),-2.3%
Cc1cc(C)cc(NC(=O)C(OC(=O)Cn2cnc3c2c(=O)n(C)c(=O)n3C)c2ccccc2)c1 (stereo not drawn),19.6%
COc1cccc(-c2ccc3c(c2)S(=O)(=O)c2cccc(C(=O)O)c2C3=O)c1OC,-0.3%
O=C(CCS(=O)(=O)c1ccc(Cl)cc1)Nc1nccs1,5.7%
O=S(=O)(O)Oc1c[nH]c2ccccc12,-26.9%
O=C(Nc1sc2c(c1C(=O)O)CCCC2)c1ccc(Cl)cc1,-4.9%
O=C1c2ccc(Cl)cc2S(=O)(=O)c2cccc(C(=O)N3CCN(c4ncc(Br)cn4)CC3)c21,-1.0%
CC(C)(C)OC(=O)C[C@@H]1C/C=C\C[C@@H](CC(=O)N[C@@H](CO)Cc2ccccc2)C(=O)N2CCC[C@@H]2COC1=O,2.3%
O=C(c1ccccc1)n1c(=O)cc[nH]c1=O,3.8%
# More structures follow.
SMILES,L3MBTL1 inh
CC1CCCCN1S(=O)(=O)c1ccc2c(c1)C(C)(C)C(=O)N2C (stereo not drawn),9.0%
COc1cccc(C(c2c(NC(=O)c3ccco3)sc(C)c2C)N2CCOCC2)c1 (stereo not drawn),-9.9%
COc1ccc(C(=O)OCC(=O)NCCN2C(=O)CSC2=O)cc1[N+](=O)[O-],-8.6%
CC(c1ccc2c(c1)OCO2)n1c(=S)[nH]c2ccccc2c1=O (stereo not drawn),-6.5%
Cc1noc(C)c1CSCC(=O)Oc1ccc(N(C)S(=O)(=O)c2ccccc2)cc1,4.7%
Cc1ccnc(NC(=O)CCC(=O)c2cc(C)sc2C)c1,-6.2%
CCN1C(=O)[C@H]2[C@@H](c3ccc(-c4ccc(OC)cc4)cc3)N3CCCC[C@@]3(C(=O)OC)[C@H]2C1=O,-11.4%
CCOc1ccc(/C=N/n2nnnc2N)cc1OCC,2.7%
Cc1nnc2ccc(-c3ccc(NS(=O)(=O)c4ccccc4F)cc3)nn12,-5.6%
CCCn1c(SCC(=O)Nc2cccc(F)c2)nc(O)cc1=O,3.0%
Cc1noc(C)c1C(=O)Nc1cc(S(=O)(=O)N2CCCCC2)ccc1N(C)C,0.3%
Cc1ccc(S(=O)(=O)N2C[C@@H]3c4ccccc4N(S(=O)(=O)c4ccc(C)cc4)[C@@H]3[C@@H](C)C2CC(=O)c2ccccc2)cc1 (stereo partly drawn),24.8%
Cc1ccc(S(=O)(=O)/N=C(/Nc2ccccc2C)c2ccccc2)cc1,-3.4%
O=S(=O)(Nc1ccc(-c2ccc3nncn3n2)cc1)c1cc(F)ccc1F,9.0%
O=C(COC(=O)c1ccccc1NCCO)Nc1cccc(S(=O)(=O)NC2=NCCCCC2)c1,?
O=[N+]([O-])c1cccc(S(=O)(=O)N2CCN(c3ccccn3)CC2)c1,-2.7%
COc1ccccc1NC(=O)[C@@H]1CCCN1S(=O)(=O)c1ccc(Cl)cc1,0.8%
CCC(CO)Oc1cc(NCc2ccc(C(F)(F)F)cc2)c2ncn(C(C)C)c2c1 (stereo not drawn),-3.8%
O=C(/C=C/c1cccc([N+](=O)[O-])c1)N1CCN(Cc2ccccc2)CC1,37.6%[activator]
CN(C)S(=O)(=O)c1ccc(Cl)c(NC(=O)CN2C(=O)NC3(CCc4ccccc43)C2=O)c1 (stereo not drawn),4.0%
COc1ccc(S(=O)(=O)N2CCCC2)c2ccccc12,50.4%[activator]
Cc1cccc(NC(=S)NCCc2ccccc2)c1C,-3.5%
CCOC(=O)C1CCN(S(=O)(=O)CCNC(=O)c2cccc(OC)c2)CC1,7.7%
COc1ccc(C(=O)NCCS(=O)(=O)NC(C)c2ccccc2)cc1 (stereo not drawn),-3.2%
O=C(COc1ccc([N+](=O)[O-])cc1)Nc1ccc2c(c1)CCC2,-3.5%
# (list continues)
SMILES,L3MBTL1 inh
O=C(COc1ccc(-c2nnco2)cc1)Nc1ccc(C(F)(F)F)cc1,-6.6%
CCOCCCNC(=O)Cn1cnc2c(cnn2-c2ccc(OC)cc2)c1=O,0.0%
C[C@]12c3[nH]c4ccccc4c3CCN1C(=O)C(CC(=O)NCCCn1ccnc1)C[C@@H]2C(=O)N1CCOCC1 (stereo partly drawn),0.8%
CCc1ccc(C(C)NC(=O)c2ccncc2)cc1 (stereo not drawn),0.8%
CC(C)(C)C1CCC(C(=O)Nc2ccccc2N2CCOCC2)CC1 (stereo not drawn),5.0%
Cc1ccc(OCCCC(=O)NNC(=O)c2ccncc2)cc1,7.7%
Cc1[nH]c2ccccc2c1C(=O)C(=O)NC1CC(=O)N(c2ccc(F)cc2)C1 (stereo not drawn),-5.2%
CC(C)CCn1c(SC(C)C(=O)NC2CC2)nc2ccccc2c1=O (stereo not drawn),5.7%
Cc1ccc(C)c(OC(=O)CN2C(=O)c3ccccc3C2=O)c1,1.9%[2.29 µM]
CC1CCCCN1C(=O)CN1C(=O)NC2(CCCCC2C)C1=O (stereo not drawn),2.8%
O=C(CCCCCN1C(=O)c2cccc3cccc(c23)C1=O)NCCCO,-0.6%

# Looked up above:
# CC(C)CCn1c(SC(C)C(=O)NC2CC2)nc2ccccc2c1=O (stereo not drawn) | L3MBTL1 inh = 5.7%
# CC(C)(C)C1CCC(C(=O)Nc2ccccc2N2CCOCC2)CC1 (stereo not drawn) | L3MBTL1 inh = 5.0%
